Bioassay records as filed in PubChem.
TRPC6 act – mouse TRPC6 channel activators, primary screen, cell-based, HEK293, membrane potential dye. HEK293-TRPC6 membrane potential dye fluorescence; stronger effect = higher value. B-score at 10 µM. 310,000 tested, 0.13% active;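 active = B-score of the integrated fluorescence ratio above library mean plus 3 SD, and starting fluorescence ratio within library mean plus 5 SD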;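 also: higher score means more depolarization so channel activation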
MrgX1 PAM – positive allosteric modulators of MrgX1, primary screen, HEK293 cells, Fluo-4 calcium flux. 310,000 tested, 0.63% active. B-score at 10 µM. FDSS; stronger effect = higher value. Mas-related G-protein coupled receptor member X1 (Homo sapiens), Q96LB2. AID 588675, 2011;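 active = plate-corrected calcium response at least 3 library SD above typical, normal starting fluorescence, not activating the receptor alone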;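 also: compound read alongside a low EC10 to EC30 dose of BAM8-22 agonist; peak minus trough fluorescence over baseline measured at the second addition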
Target sequence (Q96LB2 whole entry, looked up): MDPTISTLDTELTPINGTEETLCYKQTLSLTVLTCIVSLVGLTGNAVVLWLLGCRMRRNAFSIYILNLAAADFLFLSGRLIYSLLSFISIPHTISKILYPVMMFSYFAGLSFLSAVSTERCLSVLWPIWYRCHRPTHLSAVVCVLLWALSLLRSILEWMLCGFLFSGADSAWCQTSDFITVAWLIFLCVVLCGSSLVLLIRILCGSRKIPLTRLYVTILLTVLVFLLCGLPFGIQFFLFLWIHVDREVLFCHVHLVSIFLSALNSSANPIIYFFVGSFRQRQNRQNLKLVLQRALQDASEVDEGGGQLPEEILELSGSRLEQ
TRPC4 inh – inhibitors of mouse TRPC4 channel, primary screen, Fluo4 calcium, HEK293 TRPC4beta/mu-opioid cells. Short transient receptor potential channel 4 (Mus musculus), Q9QUQ5. DAMGO-evoked Fluo4 calcium flux; stronger effect = lower value. B-score at 10 µM. 300,000 tested, 0.39% active;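 active = B-score over 3 SD under the library average, no early fluorescence shift, positive overall ratio signal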
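Assay system – HEK293 line stably carrying TRPC4beta and mu-opioid receptor · Doses – single dose · Detection – Fluo4 calcium-dye fluorescence, kinetic read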
MrgX1 antag – antagonists of human MrgX1 receptor, primary screen, HEK293 cells, Fluo-4 calcium flux; Mas-related G-protein coupled receptor member X1 (Homo sapiens), Q96LB2; BAM8-22 antagonism; stronger effect = lower value; B-score at 10 µM; 310,000 tested, 1.3% active;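 active = calcium-response B-score plate-corrected more than 3 library SD below zero, starting fluorescence within 5 deviations, no agonist response on first addition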;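 also: peak minus trough fluorescence over baseline after final BAM8-22 challenge near maximal dose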
RGS4 block – RGS4 inhibitors, primary screen, cell-based, HEK293 M3R inducible RGS4, calcium flux; Fluo-4 calcium flux; stronger effect = higher value; triggered by carbachol at its EC20; 310,000 tested, 0.45% active; AID 463165, 2010; B-score at 10 µM;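 active = B-score, a plate-corrected calcium signal, over three deviations above library mean, with baseline fluorescence within five deviations of library mean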;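 also: RGS4 expression induced by doxycycline in cells with stable M3 receptor; B-score is computed from the integrated fluorescence ratio over baseline after carbachol; higher B-score means a larger calcium signal and so more RGS4 inhibition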
Target sequence (P49798 whole entry, looked up): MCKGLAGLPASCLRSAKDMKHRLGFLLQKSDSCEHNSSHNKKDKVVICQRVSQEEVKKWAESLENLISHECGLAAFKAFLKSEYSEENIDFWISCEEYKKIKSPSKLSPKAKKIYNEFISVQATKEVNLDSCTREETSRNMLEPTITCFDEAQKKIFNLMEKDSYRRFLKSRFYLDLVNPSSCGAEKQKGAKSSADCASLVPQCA
TRPC6 inhibitor – mouse TRPC6 channel inhibitors, primary screen, cell-based, HEK293, membrane potential dye; Short transient receptor potential channel 6 (Mus musculus), Q61143; ACh-evoked depolarization; stronger effect = lower value; B-score at 10 µM; 310,000 tested, 1.1% active; AID 2553, 2010;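 active = B-score under library mean minus 3 SD, initial fluorescence not abnormally high, positive integrated signal ratio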;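 also: B-score derived from integrated fluorescence ratio over the kinetic read; more negative B-score means stronger inhibition of depolarization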
HIF activator – HIF pathway transcriptional activators, primary screen, cell-based, U2OS HRE-luciferase, luminescence; 300,000 tested, 0.32% active; U2OS HRE-luciferase reporter; normalized: DMSO 0%, desferrioxamine 100%; activation, % at 7.5 µM (by protocol);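 active = mean activation of at least 10% of the iron chelator positive control signal, with at least half of replicates also reaching 10%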
Platelet DG rel – inhibitors of platelet dense granule secretion, primary screen, cell-based, MLPCN, human platelets | human platelet-rich plasma, SFLLRN dense granule ATP release, luminescence | inhibition, %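 (compounds screened at 7.5 µM in platelet-rich plasma)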 | 300,000 tested, 0.22% active;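 active = mean replicate score, as percent of positive control, at or above 50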
MrgX1 agonist – agonists of human MrgX1 receptor, primary screen, HEK293 cells, Fluo-4 calcium flux | B-score at 10 µM | Fluo-4 calcium fluorescence, agonist mode; stronger effect = higher value | Mas-related G-protein coupled receptor member X1 (Homo sapiens), Q96LB2 | 310,000 tested, 0.44% active;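 active = calcium response B-score plate-corrected fluorescence ratio at least 3 library SD, with starting fluorescence B-score inside 5 SD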
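Test system: Stable human MrgX1 HEK293 cell line | Schedule: Overnight plating before 1 h dye loading | Read-out basis: Baseline-normalised fluorescence change ratio, B-scored | Detection: Kinetic calcium dye fluorescence, Fluo-4 NW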
SKKanGAS inh – S. pyogenes SKKanGAS growth inhibitors in kanamycin, primary screen, streptokinase expression inhibitor project, SKKanGAS strain, BacTiter-Glo luminescence | 6 h | inhibition, % at 7.5 µM | 300,000 tested, 1.3% active;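 active = mean replicate score, as percent of positive control median, at least 50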;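 also: strain carries kanamycin resistance gene driven by streptokinase promoter and grows in 40 µg/ml kanamycin; loss of luminescence reflects streptokinase promoter inhibition or plain growth inhibition; 0% = median of DMSO wells and 100% = positive control at its reference dose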
RGS4 pot – RGS4 potentiators or activators, primary screen, cell-based, HEK293 M3R inducible RGS4, calcium flux; B-score at 10 µM; 310,000 tested, 0.92% active; carbachol calcium flux Fluo4; stronger effect = lower value;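 active = B-score of the integrated calcium signal more than 4 SD below the library mean, with starting fluorescence not abnormally high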;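 also: negative B-score means reduced calcium response which marks RGS4 activation or potentiation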
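test system = HEK293 cells with stable M3R and inducible RGS4 | schedule = recording 10 s baseline at 1 Hz, 100 s post-agonist | technique = Fluo4-AM (2 µM) calcium-flux fluorescence, kinetic read | measure = Agonist-evoked peak-minus-minimum fluorescence over baseline, integrated ratio, B score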
An asterisk follows results filed as active; i = inactive; x = not tested or not shown. Outcome played no part in choosing rows (roughly 6.1% active in at least one column).

SMILES | TRPC6 act | MrgX1 PAM | TRPC4 inh | MrgX1 antag | RGS4 block | TRPC6 inhibitor | HIF activator | Platelet DG rel | MrgX1 agonist | SKKanGAS inh | RGS4 pot
O=C(O)c1ccc(NCc2cccnc2)c([N+](=O)[O-])c1 | i | i | i | i | i | i | -1.1 | 13.3 | i | -1.1 | i
COCCNC(=O)CSc1nnc(-c2ccccc2F)n1Cc1ccccc1 | i | i | i | i | i | i | -0.2 | 1.7 | i | -7.0 | i
Cc1cc(=O)oc2c(C)c(OCC(=O)N3CCN(C(=O)C4COc5ccccc5O4)CC3)ccc12 (centres undefined) | i | i | i | i | i | i | 0.2 | 0.8 | i | 5.3 | i
O=C(O)c1ccc(CNCc2cccc(Oc3ccccc3)c2)cc1 | i | i | i | i | i | i | -0.5 | 1.0 | i | 2.5 | i
CCc1c(C)nc(SCC(=O)CC(=O)OC(C)C)c(C#N)c1C | i | i | i | i | i | i | -0.2 | -3.3 | i | 2.5 | i
COc1ccc2[nH]c(=O)c(CN(Cc3cccnc3)C(=S)NCC3CCCO3)cc2c1 (centres undefined) | i | i | i | i | i | i | -1.7 | 3.2 | i | -1.7 | i
COC(=O)C1=C(C)OC(N)=C(C#N)C1c1cc(OC)c(OCC(N)=O)cc1Cl (centres undefined) | i | i | i | i | i | i | -0.2 | 12.3 | 42.7* | -15.5 | i
CCOC(=O)CC(NC(=O)CCS(=O)(=O)c1ccc2c(c1)n(C)c(=O)c(=O)n2C)c1ccc(C)cc1 (centres undefined) | i | i | i | i | i | i | 1.4 | -3.0 | i | 58.9* | i
Nc1nonc1C(=O)N/N=C/c1cccc([N+](=O)[O-])c1 | i | i | i | i | i | i | -0.9 | 18.1 | i | -3.6 | i
O=C(Cc1ccc(-c2ccccc2)cc1)NCCN1CCOCC1 | i | i | i | i | i | i | -0.4 | 3.4 | i | 9.9 | i
O=C(c1cccc(C(F)(F)F)c1)N1CCC(O)(CS(=O)(=O)Cc2ccccc2)CC1 | i | i | i | i | i | i | 0.1 | -2.1 | i | -4.9 | i
CC(=O)c1cn(CC(=O)Nc2c(C)cccc2C)c2ccccc12 | i | i | i | i | i | i | 0.2 | 3.2 | i | -1.7 | i
COc1c(S(=O)(=O)NCCN2CCOCC2)ccc(Cl)c1Cl | i | i | i | i | i | i | 0.0 | -3.9 | i | 1.9 | i
C/C=C/C(=O)OCC(=O)NC(=O)NC(C)C | i | i | i | i | i | i | -1.9 | 2.1 | i | 0.0 | i
Cc1cc(=O)[nH]c2ccc(S(=O)(=O)Nc3ccc(O)cc3)cc12 | i | i | i | i | i | i | -16.4 | 20.1 | i | 5.0 | i
Cc1ccc2nc(NC3=NC(CC(=O)O)C(=O)N3)nc(C)c2c1 (centres undefined) | i | i | i | i | i | i | 0.0 | 1.5 | i | -2.7 | i
Cc1nc2c(sc(=S)n2Cc2ccco2)c(=O)n1CC(=O)Nc1ccccc1 | i | i | i | i | i | i | -0.1 | -1.4 | i | 19.9 | i
CCC1(c2ccccc2)NC(=O)N(CC(=O)Nc2cc(C(F)(F)F)ccc2N2CCCC2)C1=O (centres undefined) | i | i | i | i | i | i | 0.4 | x | i | 9.1 | i
COc1ccc(N2C(=O)CC(c3ccccc3)C2=O)cc1 (centres undefined) | i | i | i | i | i | i | -0.4 | 5.2 | i | 1.6 | i
CCN(CCCNC(=O)c1ccc(N2CCCC2=O)cc1)c1cccc(C)c1 | i | i | i | i | i | i | 0.1 | x | i | 2.3 | i
O=C(C1CCN(S(=O)(=O)N2CCCC2)CC1)N1CCCCC1 | i | i | i | i | i | i | 0.0 | 5.9 | i | -4.4 | i
C/C(CC1(O)C(=O)N(C)c2ccccc21)=N\O (centres undefined) | i | i | i | i | i | i | -0.2 | -6.4 | i | -5.9 | i
CCCNC(=O)c1nn2cc(Br)cnc2c1Br | i | i | i | i | i | i | 0.5 | -14.2 | i | -3.3 | i
Nc1ncc(Br)cc1S(=O)(=O)NCCC(=O)N1CCN(c2ccccc2)CC1 | i | i | i | i | i | i | 0.3 | -23.9 | i | 0.8 | i
Cc1ccc(OCc2nnc(SCc3ccc(C#N)cc3)n2-c2ccc(C)cc2)cc1 | i | i | i | i | i | i | 0.4 | 1.6 | i | 12.3 | i
COc1ccc(-c2cn3cc(C(F)(F)F)cc(Cl)c3n2)cc1 | i | i | i | i | i | i | 5.1 | 7.2 | i | -1.0 | i
COc1cc(NC(=O)C(C)Oc2ccccc2)cc(OC)c1 (centres undefined) | i | i | i | i | i | i | -15.4 | 0.9 | i | -3.4 | i
CCCCn1c(N)c(N(CC(C)C)C(=O)c2ccc(-c3ccc([N+](=O)[O-])cc3)o2)c(=O)[nH]c1=O | i | i | i | i | i | i | -1.2 | -2.3 | i | -3.7 | i
COCCCNc1nc2ccccc2nc1NS(=O)(=O)c1cccc(Cl)c1 | i | i | i | i | i | i | 1.7 | 6.6 | i | 13.5 | i
COc1ccc(CC(=O)N2CCN(c3ccc(F)cc3)CC2)cc1 | i | i | i | i | i | i | -17.3 | -5.0 | i | -8.2 | i
Cc1ccccc1-n1nc2c(c1NC(=O)/C=C\c1ccc3c(c1)OCO3)CSC2 | i | i | i | i | i | i | -0.2 | 11.2 | i | 3.3 | i
Clc1ccc(N2CCN(/N=C/c3cccnc3)CC2)cc1 | i | i | i | i | i | i | 0.9 | 0.0 | i | -8.5 | i
CCOC(=O)C1=NN(c2ccc(C)cc2)CC1C(=O)OC (centres undefined) | i | i | i | i | i | i | -18.2 | 5.8 | i | -1.9 | i
Cc1ccc(SCCCn2cnc3ccccc3c2=O)cc1 | i | i | i | i | i | i | 0.5 | -1.3 | i | -6.6 | i
CCc1cccc(C)c1NC(=S)NCC(c1cccnc1)N1CCOCC1 (centres undefined) | i | i | i | i | i | i | -0.2 | 8.0 | i | 2.7 | i
Cc1ccc(-c2nnc(SCC(=O)N/N=C/c3ccccc3C(=O)O)n2C2CCCCC2)cc1 | i | i | i | i | i | i | -0.3 | 8.2 | i | -13.0 | i
Cc1ccc(S(=O)(=O)n2nc(-c3ccco3)nc2N)cc1 | i | i | i | i | i | i | -0.5 | -2.6 | i | 12.0 | i
CCOCCn1c(=O)c2c(nc3n2CCN3c2ccc(C)cc2)n(C)c1=O | i | i | i | i | i | i | 0.1 | -10.3 | i | -7.4 | i
CC(C)NC(=O)NC(=O)COc1ccc(Br)cc1Br | i | i | i | i | i | i | 2.7 | 1.9 | i | -6.2 | i
CC12CCC(C(=O)N(c3ccccc3Cl)C1=O)C2(C)C (centres undefined) | i | i | i | i | i | i | -0.2 | 0.4 | i | 4.4 | i
Cc1cccc(OCc2nnc(SCC(=O)N3CCN(c4ccccc4)CC3)o2)c1C | i | i | i | i | i | i | 0.1 | 6.7 | i | -10.1 | i
COc1ccc(Nc2oc(COc3ccccc3F)nc2C#N)cc1 | i | i | i | i | i | i | -0.7 | -0.2 | i | 7.1 | i
CN(C)c1cc(NC(=O)CNC(C)(C)CC(C)(C)C)c2ccccc2n1 | i | i | i | i | i | i | -1.2 | -2.0 | i | -4.7 | i
Cc1cccc2nc(Cn3c(=O)n(CCC(=O)NCc4ccco4)c(=O)c4sccc43)cc(=O)n12 | i | i | i | i | i | i | -0.3 | -4.5 | i | -2.7 | i
O=C(NCCc1ccccn1)c1cc(-c2ccc(Cl)cc2)nc2ccccc12 | i | i | i | i | i | i | 0.5 | -7.8 | i | 1.8 | i
O=C(O)CCC(=O)N1CCOc2ccc(Cl)cc21 | i | i | i | i | i | i | -0.4 | -1.9 | i | -2.1 | i
CCC(C)[C@H](NC(=O)NCc1cccc(OC)c1)C(=O)O (some centres undefined) | i | i | i | i | i | i | -0.1 | 9.2 | i | 1.5 | i
Cc1cc(NC(=O)c2cc3nc(C4CC4)cc(C(F)(F)F)n3n2)no1 | i | i | i | i | i | i | 0.6 | -1.1 | i | -3.0 | i
CCN(CC)CC(=O)Nc1cccc(S(=O)(=O)N2CCCC2)c1 | i | i | i | i | i | i | -0.6 | -14.8 | i | -5.8 | i
COc1ccc(S(=O)(=O)N2Cc3ccccc3CC2C(=O)O)cc1 (centres undefined) | i | i | i | i | i | i | -0.3 | 1.9 | i | 0.7 | i
CC(/C=N/NC(=O)C(O)c1ccccc1)=C\c1ccccc1 (centres undefined) | i | i | i | i | i | i | 1.7 | 3.4 | i | -0.5 | i
Nn1c(=O)[nH]c2c([nH]c3ccccc32)c1=O | i | i | i | i | 5.89* | i | -1.1 | 3.9 | i | -1.8 | i
CCOc1ccc(S(=O)(=O)N2Cc3ccccc3CC2C(=O)O)cc1 (centres undefined) | i | i | i | i | i | i | 0.1 | 2.9 | i | -5.3 | i
O=C(COc1ccc(S(=O)(=O)N2CCOCC2)cc1Cl)NC1CC1 | i | i | i | i | i | i | -17.0 | 1.0 | i | -7.9 | i
O=C(NC1(C(F)(F)F)N=C(c2ccccc2)NC1=O)c1ccccc1F (centres undefined) | i | i | i | i | i | i | 0.2 | -1.0 | i | 4.0 | i
COc1ccc(NCC(=O)N/N=C(\C)c2cc3ccccc3o2)cc1 | i | i | i | i | i | i | -25.7 | 4.2 | i | 0.5 | i
COc1cccc(-c2noc(C3CCCN(S(=O)(=O)c4cccc(Cl)c4C)C3)n2)c1 (centres undefined) | i | i | i | i | i | i | -0.1 | 6.3 | i | 6.4 | i
O=C(c1cccc(Br)c1)N1CCN(S(=O)(=O)N2CCCCCC2)CC1 | i | i | i | i | i | i | -11.2 | 1.6 | i | 14.1 | i
CN(CCOCCOc1ccc2ccccc2c1)Cc1ccccc1 | i | i | i | i | i | i | 1.4 | -5.3 | i | 6.8 | i
CC1=NN2C(=N)/C(=C\c3cc(C)n(-c4cccc(C)c4)c3C)C(=O)N=C2S1 | i | i | i | i | i | i | -0.8 | 8.2 | i | 35.9 | i
